Bioassay records: PubChem BioAssay, Sanford-Burnham Center for Chemical Genomics
UPR CHOP act: activators of apoptotic arm of unfolded protein response (CHOP). CHO-CHOP luciferase reporter, UPR activation, luminescence; percent of tunicamycin response over DMSO baseline. activation, % at 10 µM. 330,000 compounds, 0.34% hits. AID 449763;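 active = at 10 µM dose, activation of 40% or more, normalized to positive control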;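 also: 100% = tunicamycin at 10 µg/mL and 0% = DMSO alone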
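Dosing – one dose, 10 µM in 0.5% DMSO · System – CHO-CHOP cells, stable luciferase reporter of PERK-eIF2a-CHOP signalling · Input – 500 cells/well · Control set – tunicamycin 10 µg/mL final as positive, DMSO-only wells as negative · Timing – 6 h compound treatment, 37 °C · Measure – % activation vs tunicamycin · Technique – luminescence read with Steady-Glo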
Jurkat NFkB inh: inhibitors of the PMA/ionomycin-induced NF-kB reporter in Jurkat cells; inhibition, % at 4 µM; PMA/ionomycin-induced NF-kB luciferase reporter, luminescence; 330,000 compounds, 0.53% hits; in the data active = inhibition above about 50%
tim10-1 inh: inhibits growth of tim10-1 mutant yeast | S. cerevisiae tim10-1 ts strain growth, BacTiter-Glo, 24 h | inhibition, % at 20 µM | 330,000 compounds, 2.2% hits | AID 463190;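 active = inhibition of at least 40%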;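 also: mutant grown at 25 °C; 0% = DMSO wells with yeast and 100% = wells holding no yeast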
Mdm2 MdmX PPI: inhibitors of human Mdm2/MdmX interaction; O15151+Q00987; SaOS-2 split-luciferase Mdm2/MdmX complementation, luminescence; inhibition, % at 8 µM; 330,000 compounds, 3% hits; AID 485346;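 active = inhibition of at least 50% at 8 µM in the primary screen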
Target sequence (O15151 whole entry, looked up): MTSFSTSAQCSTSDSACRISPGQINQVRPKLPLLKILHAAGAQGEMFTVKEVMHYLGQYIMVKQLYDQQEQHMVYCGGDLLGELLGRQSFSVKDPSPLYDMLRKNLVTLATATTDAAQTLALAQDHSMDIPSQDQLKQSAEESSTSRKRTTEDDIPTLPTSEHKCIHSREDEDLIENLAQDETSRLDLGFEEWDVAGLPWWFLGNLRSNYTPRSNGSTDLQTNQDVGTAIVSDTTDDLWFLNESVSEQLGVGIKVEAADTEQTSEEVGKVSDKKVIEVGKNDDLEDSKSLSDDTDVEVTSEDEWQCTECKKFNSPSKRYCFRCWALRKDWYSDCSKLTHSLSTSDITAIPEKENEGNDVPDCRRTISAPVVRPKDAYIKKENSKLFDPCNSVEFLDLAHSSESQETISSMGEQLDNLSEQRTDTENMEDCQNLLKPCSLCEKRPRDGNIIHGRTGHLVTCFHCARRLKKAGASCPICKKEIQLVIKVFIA
Target sequence (Q00987 whole entry, looked up): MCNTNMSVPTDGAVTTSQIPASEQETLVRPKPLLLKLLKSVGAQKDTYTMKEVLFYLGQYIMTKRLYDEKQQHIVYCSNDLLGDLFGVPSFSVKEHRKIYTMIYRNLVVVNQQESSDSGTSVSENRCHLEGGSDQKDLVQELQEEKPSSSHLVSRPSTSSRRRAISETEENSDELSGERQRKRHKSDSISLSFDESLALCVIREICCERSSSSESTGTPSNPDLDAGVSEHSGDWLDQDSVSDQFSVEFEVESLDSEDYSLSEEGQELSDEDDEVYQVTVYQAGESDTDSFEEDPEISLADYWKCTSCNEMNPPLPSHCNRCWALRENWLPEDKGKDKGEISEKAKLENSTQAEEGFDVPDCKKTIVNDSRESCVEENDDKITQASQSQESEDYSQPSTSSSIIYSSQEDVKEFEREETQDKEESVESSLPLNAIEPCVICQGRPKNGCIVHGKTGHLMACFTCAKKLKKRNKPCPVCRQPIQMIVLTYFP
tim23-1 inh: tim23-1 yeast growth inhibition | inhibition, % at 20 µM | 330,000 compounds, 1.3% hits | S. cerevisiae tim23-1 growth, BacTiter-Glo luminescence, 24 h | AID 463212;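 active = growth inhibition of the mutant yeast at or above 50%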;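 also: temperature-sensitive mutant grown at 25 °C; plate controls were DMSO-treated mutant yeast for no effect and medium wells lacking yeast for full effect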
XBP1 UPR activ: activators of adaptive arm of unfolded protein response (XBP1); 330,000 compounds, 0.33% hits; activation, % at 20 µM; CHO-XBP1 luciferase reporter, IRE1-XBP1 UPR activation, luminescence; percent of tunicamycin response, DMSO as zero;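 active = versus positive control, 20 µM dose yields 30% or more activation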;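 also: 100% = tunicamycin at 10 µg/mL and 0% = DMSO only wells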
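Assay system: IRE1-XBP1 luciferase reporter CHO line. Input: 1000 cells/well. Buffer or medium: F12 with 10% serum. Doses: 20 µM, 1% DMSO. Times: overnight seeding at 37 °C, 6 h compound treatment at 37 °C. Technique: Steady-Glo luciferase glow luminescence, 10 min after reagent addition.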
697 NFkB inh: lowers PMA/ionomycin-induced NF-kB signal in 697 B cells; 697 B-cell NF-kB luciferase reporter, 16 h; inhibition, % at 4 µM; 330,000 compounds, 0.33% hits; AID 435022; in the data active = inhibition above about 35%
TIM10 inh: growth inhibitors of TIM10 yeast strain | S. cerevisiae TIM10 strain growth, BacTiter-Glo luminescence, 24 h | inhibition, % at 10 µM | 330,000 compounds, 1.4% hits;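 active = inhibition of 40% or more at the single tested concentration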;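 also: wild-type TIM10 isogenic control strain grown at permissive 25 °C; 0% = DMSO yeast wells and 100% = minimal medium wells without yeast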
* = called active by the depositor; . = no result given.

SMILES	UPR CHOP act	Jurkat NFkB inh	tim10-1 inh	Mdm2 MdmX PPI	tim23-1 inh	XBP1 UPR activ	697 NFkB inh	TIM10 inh
Cc1ccc(C)c(-c2cc(C(=O)Nc3cccc(C(=O)O)c3)c3ccccc3n2)c1	-0.9	3	13	30	35	-4	7	0
O=C(COc1coc(CN2CCc3ccccc32)cc1=O)N1CCCCC1	-0.2	1	18	1	14	1	-3	8
Cc1ccc(NC(=O)CC2SC(=O)N(c3ccccc3)C2=O)cc1 (centres undefined)	-1.7	-24	49*	-9	46	-4	-14	41*
Cn1c(=O)[nH]c(=O)c2c1nc(N1CCCC1)n2CCO	2.0	13	-16	9	-16	-4	7	-4
CCO[C@@H]1OC(C(=O)O)=C[C@H](C)[C@H]1CCCO	-0.6	-13	-23	-10	-9	-1	7	-18
CCCCNC(=O)c1cc(S(=O)(=O)N2CCCCC2)oc1C	0.2	-4	1	16	17	-3	-10	11
COc1ccc(C(=O)N2CCc3cc(OC)c(OC)cc3C2c2ccc(OC)c(OC)c2)cc1OC (centres undefined)	1.4	-20	14	18	19	-1	11	0
Cc1ccc2c(c1)N(CCC(=O)NCCCN1CCCC1)C(=O)C(C)O2 (centres undefined)	1.8	-21	19	12	19	-2	-8	-10
FC(F)(F)c1cccc(NCc2n[nH]c(=S)n2C2CCCCC2)c1	0.9	21	7	-17	33	-5	-1	20
COC(=O)[C@@]1(C)[C@H]2C(=O)N(Cc3ccccc3)C(=O)[C@H]2[C@H]2CN=C(SCc3ccc(C)cc3)N21	3.6	.	25	41	49	1	7	-5
Cc1ccc(OCC(=O)Nc2ccc(S(=O)(=O)Nc3cc(C)nc(C)n3)cc2)cc1	3.9	7	7	19	4	-2	17	-1
COc1ccc(OC)c(C(=O)NC(CC(N)=O)c2ccc(NCC3CC3)c([N+](=O)[O-])c2)c1 (centres undefined)	-2.3	-6	2	-18	1	1	-2	5
COC(=O)/C(=C\Nc1ccccc1)NC(=O)c1ccc(Cl)cc1Cl	-0.9	-2	25	-25	29	6	-15	30
CCC(C)(C)n1nnnc1C(c1ccc(OC)c(OC)c1)N1CCN(c2ccc(OC)cc2)CC1 (centres undefined)	-1.5	4	-1	8	3	0	17	-15
CC(C)(C)Nc1nc(Nc2ccc([N+](=O)[O-])cc2)nc(NC(C)(C)C)n1	2.7	22	24	29	30	-4	-2	23
CCOC(=O)C1=C(c2ccccc2)NC(SCC(=O)Nc2cccc(C)c2)=C(C#N)C1c1ccco1 (centres undefined)	-0.7	-3	19	-22	1	0	10	-3
C[C@@H](C(=O)Nc1ccc2ccccc2c1)[C@H]1C[C@]1(C)[C@H](NS(=O)(=O)c1ccccc1)c1ccccc1	1.2	-3	12	36	13	-1	12	12
CCCC(=O)Nc1cc(S(=O)(=O)N(CC)CC)ccc1Cl	0.6	12	21	16	12	-1	0	-4
CCOC(=O)NC(Nc1ncccn1)(C(F)(F)F)C(F)(F)F	-0.5	-3	28	5	25	-5	2	7
CC(C)OC(=O)NC(C)(C)COC(=O)Nc1cccc(Cl)c1	0.3	-15	38	10	32	-1	-34	27
CC(C)OCCCNC(=O)C(NS(=O)(=O)c1ccc2c(c1)c(=O)n(C)c(=O)n2C)c1ccccc1 (centres undefined)	-0.5	-6	0	10	0	-3	12	-1
CCOC(=O)C1=C(C)NC(=S)N(C=O)C1c1ccccc1 (centres undefined)	-2.2	-2	9	-15	14	-1	0	-7
O=C(NNC(=O)C1CC=CCC1C(=O)O)c1cccs1 (centres undefined)	1.8	0	-5	-15	15	5	6	-5
CCc1nnc(SCC(=O)N2CCCC(N3CCN(c4ccccc4C)CC3)C2)o1 (centres undefined)	-0.9	0	-7	8	-4	-3	-5	-3

Part of the list above, as labelled records.
mol: O=C(COc1coc(CN2CCc3ccccc32)cc1=O)N1CCCCC1
  UPR CHOP act: -0.2
  Jurkat NFkB inh: 1
  tim10-1 inh: 18
  Mdm2 MdmX PPI: 1
  tim23-1 inh: 14
  XBP1 UPR activ: 1
  697 NFkB inh: -3
  TIM10 inh: 8

mol: Cc1ccc(NC(=O)CC2SC(=O)N(c3ccccc3)C2=O)cc1 (centres undefined)
  UPR CHOP act: -1.7
  Jurkat NFkB inh: -24
  tim10-1 inh: 49*
  Mdm2 MdmX PPI: -9
  tim23-1 inh: 46
  XBP1 UPR activ: -4
  697 NFkB inh: -14
  TIM10 inh: 41*

mol: Cn1c(=O)[nH]c(=O)c2c1nc(N1CCCC1)n2CCO
  UPR CHOP act: 2.0
  Jurkat NFkB inh: 13
  tim10-1 inh: -16
  Mdm2 MdmX PPI: 9
  tim23-1 inh: -16
  XBP1 UPR activ: -4
  697 NFkB inh: 7
  TIM10 inh: -4

mol: CCO[C@@H]1OC(C(=O)O)=C[C@H](C)[C@H]1CCCO
  UPR CHOP act: -0.6
  Jurkat NFkB inh: -13
  tim10-1 inh: -23
  Mdm2 MdmX PPI: -10
  tim23-1 inh: -9
  XBP1 UPR activ: -1
  697 NFkB inh: 7
  TIM10 inh: -18

Carrying on.
SMILES	UPR CHOP act	Jurkat NFkB inh	tim10-1 inh	Mdm2 MdmX PPI	tim23-1 inh	XBP1 UPR activ	697 NFkB inh	TIM10 inh
CCN(CCCNC(=O)C1CCN(S(=O)(=O)N2CCOCC2)CC1)c1cccc(C)c1	-0.4	-1	5	3	6	-4	14	5
O=C(/C=C/c1ccc([N+](=O)[O-])cc1)NNC(=O)C1CC1	3.9	4	22	5	0	3	5	-15
CC(=O)c1c(C)[nH]c(C(=O)Nc2c(C)n(C)n(-c3ccccc3)c2=O)c1C	1.0	-15	-8	-4	9	1	18	6
Cc1ccc2c(c1)C(=O)C(=O)N2Cc1ccc(C(F)(F)F)cc1	1.9	2	30	72*	82*	51*	8	41*
COc1ccc(-n2c(CNC(=O)c3cccs3)n[nH]c2=S)cc1	-0.5	-4	11	-3	8	2	3	2
CC(C)Oc1ccc(C(=O)N/N=C/c2ccc(-c3ccc(S(=O)(=O)Nc4ncccn4)cc3)o2)cc1	-1.1	4	2	-11	-8	-3	-5	5
COCCCn1c(C(=O)N2CCOCC2)cc2c(=O)n3cccc(C)c3nc21	2.0	6	7	23	1	-3	3	-1
CSc1nnc2c3ccccc3n(Cc3ccccc3)c2n1	-1.3	-9	14	44	8	7	-13	20
COCCN(CC(=O)Nc1cccc(S(=O)(=O)N2CCCC2)c1)Cc1nc2ccccc2c(=O)[nH]1	-0.1	11	-8	15	0	1	5	8
CC(NC(=O)C12CC3CC(CC(C3)C1)C2)C(=O)N/N=C/C1=C(N2CCOCC2)C(=C\c2ccccc2)/CC1 (centres undefined)	3.8	7	16	12	29	0	-19	14
COc1ccc(NC(=S)NCCC2=CCCCC2)cc1OC	2.5	-9	-23	-9	15	0	-27	6
CCN(CC(=O)Nc1c(F)cccc1F)C(=O)CC1CCCC1	0.5	-4	8	4	-7	-3	-11	-3
O=C1OCC(CO)(CO)N=C1NNc1ccc(Cl)c(Cl)c1	-1.8	25	49*	11	8	1	16	42*
CCn1nc(C(=O)NNC(=O)CCOc2cc(C)ccc2C)c2ccccc2c1=O	0.8	4	-3	1	6	-4	4	5
COC(=O)c1cc(O)cc(OC)c1C(=O)c1c(O)cc(C)cc1O	-2.1	14	-5	-14	-14	-2	15	-1
O=C(c1cc(COc2cccc3cnccc23)on1)N1CCCC(CCCO)C1 (centres undefined)	3.7	55*	-8	37	15	-5	56*	-1
CCOc1ccc(-c2ccc(SCC(=O)NCC3CCCO3)nn2)cc1 (centres undefined)	3.4	-45	24	9	17	0	-29	5
O=C1NCC(=O)N2CCC[C@@H]12	-0.8	11	-6	19	5	-2	14	-8
Cc1cc(C(=O)NNC(=O)NC(C)C)no1	0.5	-4	-7	21	-14	1	13	-4
CC(=O)Nc1ccc(NC(=O)c2ccc(N(Cc3ccccc3C)S(C)(=O)=O)cc2)cc1	-1.3	10	16	7	8	-2	-4	12
CCOC(=O)CNC(=S)n1ncnc1N	-2.2	-4	18	-11	12	-3	20	11
CCOC(=O)c1ccc(-n2c(CN3CCN(CCO)CC3)nc3ccc([N+](=O)[O-])cc3c2=O)cc1	2.4	4	1	-10	13	2	19	1
Cc1ccc(N2CC(C(=O)Nc3ccc(S(=O)(=O)Nc4nccc(C)n4)cc3)CC2=O)cc1 (centres undefined)	-2.4	-2	6	10	8	-1	14	3
COCCCn1nnnc1SCC(=O)N1c2ccccc2CC1C (centres undefined)	3.1	2	-14	-11	9	-2	17	2
CCOC(=O)c1nn(-c2ccc(C)c(C)c2)cc1O	2.0	-109	-27	-148	-12	2	9	-7
N#CCc1ccc(Oc2ccc([N+](=O)[O-])cn2)cc1	0.0	22	5	4	-8	1	11	8
COc1cc([N+](=O)[O-])ccc1NC(=O)CC(C)C	-3.6	-5	0	1	5	-2	-29	3
CCOc1ccccc1OCC(=O)Nc1ccc(N2CCCCC2)cc1	0.7	-5	11	9	6	-1	-38	-1
CCCn1cc(CN2CCCC(C(=O)c3cccc(OC(C)C)c3)C2)c(C)n1 (centres undefined)	0.0	10	15	24	17	-1	-8	2
COc1ccc(F)cc1S(=O)(=O)NCCCn1ccnc1	0.4	4	3	16	-5	-4	-7	7
COc1ccc(C2(C)CC(=O)NC2=O)cc1 (centres undefined)	0.5	18	3	4	1	0	12	-3
CC(OC(=O)COc1ccccc1Cc1ccccc1)C(=O)N(C)c1ccccc1 (centres undefined)	1.7	-5	12	6	5	-2	3	19
CN1C(=O)c2ccccc2Sc2ccc(NC(=O)N3CCCC3)cc21	-1.6	13	-1	17	4	1	22	18
O=S(=O)(CCn1cccc1)CCn1cccc1	0.2	-7	13	-12	1	-2	-6	-10
N#C/C(=C\c1c[nH]c2ccc(Br)cc12)c1ccccn1	-0.6	27	48*	49	47	-2	7	19
CC(OCC(O)CN1CCCCC1CCO)c1ccc(Cl)cc1 (centres undefined)	-0.2	-9	-13	9	2	0	3	4
COC(=O)c1sc(S(=O)(=O)N2CCCCC2C)c(C(=O)OC)c1C (centres undefined)	-0.7	-8	14	-3	41	-2	15	19
Cc1ccc(Oc2ncccc2/C=N/OCc2ccc(Cl)c(Cl)c2)cc1	-1.3	-9	-1	-21	-1	3	17	-1
CNS(=O)(=O)c1cccc(C(=O)NCC2(N3CCCCC3)CCCCC2)c1	-2.3	2	4	-22	20	4	3	-2
Cn1c(=O)n(Cc2ccco2)c(=N)c2c3c(sc21)CCCC3	-0.2	7	12	16	10	-1	5	0
O=C(Nc1cccc(-n2cccn2)c1)C1CCCN(Cc2ccccc2F)C1 (centres undefined)	0.7	-12	16	3	13	1	-15	10
CCOC(=O)c1ccc(NC(=O)C2C3C=CC(C3)C2C(=O)O)cc1 (centres undefined)	2.3	-7	-6	5	4	1	-6	1
CCCCSc1nnc(CNC(=O)C23CC4CC(CC(C4)C2)C3)n1Cc1ccccc1	-1.1	-7	8	-1	8	2	-44	19
COc1cccc(C(=O)COc2ccc3c(C)c(Cc4ccccc4)c(=O)oc3c2C)c1	2.0	4	4	-5	7	-1	2	6
O=C(NCc1ccccn1)C(=O)Nc1nc(-c2ccccc2)cs1	1.3	-7	14	8	-4	1	-28	14
c1cncc(-c2nc(-c3cccs3)cs2)c1	0.1	2	9	-23	0	1	-9	17
NS(=O)(=O)c1ccc(NC(=S)NCC2CCCO2)cc1 (centres undefined)	0.4	1	10	-19	12	-1	5	-3
CC(C)CC(C(=O)Nc1ccccc1)N1C(=O)C2C3C=CC(C3)C2C1=O (centres undefined)	0.3	-6	27	14	26	-1	7	22
COc1ccc(S(=O)(=O)Nc2ccc(NC(C)=O)cc2)cc1Br	-1.2	-13	-13	-13	19	-3	-17	-4
Cc1ccc(C(C(=O)NC2CCCCC2)N(Cc2ccco2)C(=O)Cc2c[nH]c3ccccc23)o1 (centres undefined)	-0.7	4	25	11	23	0	21	35
O=C(c1ccc2c(c1)OCO2)C1CCCN(Cc2cccc(C(F)(F)F)c2)C1 (centres undefined)	-1.9	-8	11	-24	17	-2	-41	11
